HIV peptide binding: cell-free HIV fusion peptide-binding blockers – biochemical, uHTS, fluorescence dequenching, primary screen (AID 1986) | cell-free peptide binding, fluorescence dequenching, 30 min; higher % means a stronger effect | one-dose inhibition, % at 20 µM; IC50 in µM for titrated hits | 0.3% of 290,000 active; in the data active = inhibition mostly above about 52%, no sharp cut-off; inactive = mostly below about 76%; note: some results filed as inactive read as strong as hits
Rac1 GTP hydrolysis: MgcRacGAP GTPase-activating activity inhibitors, confirmation, biochemical, ADP Hunter fluorescence. MgcRacGAP-stimulated Rac1 GTP hydrolysis, ADP Hunter fluorescence; higher % means a stronger effect; GST-tagged Rac1 F28L mutant substrate. 0.6% of 340,000 active. inhibition, % at 30 µM, or IC50 in µM where a hit was titrated. AID 624330;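 active = first-screen hits whose inhibition reached a set limit at any dose in the follow-up dose series; inconclusive = inhibition above the set first-screen limit but never retested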;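 note: fluorescence reports GDP produced by GAP-driven GTP hydrolysis; strong numbers were not always called active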
NS5 inhibitors: flavivirus cap methylation enzyme inhibition – biochemical, confirmation dose response, primary screen (AID 588689). inhibition, % at 25 µM, or IC50 in µM where a hit was titrated. 0.3% of 340,000 active. Dengue-2 NS5 methyltransferase capping enzyme assay, biochemical; higher % means a stronger effect; in the data active = a potency from the dose series; inconclusive = inhibition above about 29% without an active follow-up result
GPR55 LPI antagonism: inhibition of LPI-stimulated GPR55 beta-arrestin translocation – imaging, U2OS, beta-arrestin-GFP, LPI agonist, primary screen (AID 2013) | U2OS GPR55 beta-arrestin-GFP translocation imaging, LPI antagonism; higher % means a stronger effect | inhibition, % at 10 µM, or IC50 in µM where a hit was titrated | 0.13% of 290,000 active;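 active = spots per cell inhibited over 60%, with over 100 cells counted and total cytoplasm intensity under 500,000; inconclusive = wells with under 100 cells, flagged as likely toxic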;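 note: U2OS cells stably carrying GPR55 and arrestin-GFP stimulated by 5 µM LPI near EC80; imaged beta-arrestin-GFP aggregate spots per cell after agonist stimulation; plate controls were LPI-stimulated DMSO wells for no effect and DMSO wells without LPI for full effect; some results filed as inactive read as strong as hits; confirmed hits need IC50 under 10 µM and bright autofluorescent wells are also inconclusive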
SV40 large T antigen: TAg ATPase/helicase activity blockers – biochemical (AID 1903); SV40 large T antigen ATPase/helicase inhibition assay; higher % means a stronger effect; inhibition, % at 20 µM; hits with a dose series show IC50 in µM; 0.39% of 310,000 active; in the data active = a potency from the dose series; inconclusive = inhibition mostly from about 32% at the one dose, without a potency; inactive = the rest, 99 in 100 with inhibition below about 32%; note: strong numbers were not always called active
GPR35 arrestin U2OS: inhibition of zaprinast-stimulated GPR35 beta-arrestin translocation – imaging, U2OS, beta-arrestin-GFP, zaprinast agonist, primary screen (AID 2058); 0.052% of 290,000 active; U2OS GPR35 beta-arrestin-GFP translocation imaging, zaprinast antagonism; higher % means a stronger effect; inhibition, % at 10 µM, or IC50 in µM where a hit was titrated;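 active = inhibition of at least 50% with at least 30 cells and total cytoplasm GFP at most 10,000,000; inconclusive = under 30 cells or total GFP of 10,000,000 plus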
UTI89 phage lysis: inhibition of K1F phage lysis, E. coli UTI89, bacterial capsule biogenesis inhibitors, alamar blue (AID 488966); inhibition, % at 100 µM; hits with a dose series show IC50 in µM; E. coli UTI89 K1F phage lysis, alamar blue, 2 h; higher % means a stronger effect; 0.02% of 340,000 active;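 active = phage lysis inhibition, versus mean bacterial control, above a set limit; inconclusive = no clear call, values can overlap the other calls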;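 note: capsule biogenesis inhibitors block K1F phage lysis so surviving cells raise fluorescence; higher fluorescence means more inhibition of phage lysis; actives were called in the ten point dose series up to 300 µM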
RSV CPE inhibition: RSV antiviral activity via CPE protection, HEp-2 cells, primary 10 µM value included (AID 2391) | HEp-2 cells, RSV-induced CPE inhibition; higher % means a stronger effect | CPE inhibition, % at 10 µM, or IC50 in µM where a hit was titrated | 0.13% of 310,000 active; in the data active = a potency from the dose series; inconclusive = CPE inhibition mostly from about 23% at the one dose, without a potency; inactive = the rest, 99 in 100 with CPE inhibition below about 21%; note: strong numbers were not always called active
Salmonella PhoP GFP: inhibitors of PhoP regulon expression, primary screen, Salmonella Typhimurium, GFP reporter (AID 1863). S. Typhimurium PhoP-regulated promoter GFP reporter, 4 h; higher % means a stronger effect. one-dose inhibition, % at 50 µM; IC50 in µM for titrated hits. 0.16% of 300,000 active;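 active = inhibition over 29.93%, a cutoff 3 SD above the screen mean, later confirmed by dose response; inconclusive = inhibition over 29.93% but no dose response follow-up; inactive = inhibition at most 29.93% or unconfirmed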;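 note: 0% = low Mg2+ inducing control and 100% = high Mg2+ repressing control; strong numbers were not always called active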
NS5 inhibitors pilot replicate: also measured in NS5 inhibitors; calls as there; inhibition, %; measured here: pilot screen replicate inhibition
* hit, by the source's call; ? = inconclusive; . = no result given; [ ] = another dose, or the depositor's remark.

SMILES	HIV peptide binding	Rac1 GTP hydrolysis	NS5 inhibitors	GPR55 LPI antagonism	SV40 large T antigen	GPR35 arrestin U2OS	UTI89 phage lysis	RSV CPE inhibition	Salmonella PhoP GFP	others
Cc1cc(SCC(=O)Nc2cccc(S(N)(=O)=O)c2)c(C)cc1Br	-0.6%	6%	-12%	-6%	12%	1%	-0.1%	4.0%	1%
COCCNC(=O)c1cc(-c2cccs2)on1	-2.4%	1%	-2%	-2%	6%	0%	0.0%	-0.9%	7%
CCC(C)[C@H](NC(=O)OC(C)(C)C)C(=O)N/N=C/c1cccc2nccnc12 (some centres undefined)	2.0%	5%	-11%	13%	22%	0%	1.3%	0.8%	13%
Cc1ccc(NC(=O)COc2ncnc3sccc23)cc1S(=O)(=O)N(C)C	-0.5%	5%	-9%	-12%	23%	-5%	2.5%	1.4%	-2%
Cc1cccc(Nc2nc(N)nc(CN3CCN(C)CC3)n2)c1	-0.7%	5%	-1%	-10%	-2%	-8%	0.8%	-1.7%	0%	NS5 inhibitors pilot replicate=3.8
CCOC(=O)C1CCN(S(=O)(=O)c2csc(C(N)=O)c2)CC1	-0.1%	-2%	-4%	2%	-8%	9%	0.1%	7.3%	-1%
COC(OC)C1(C)C(C#N)=C(N)Oc2c1c(=O)oc1ccccc21 (centres undefined)	1.2%	3%	-14%	-3%	12%	7%	0.4%	0.7%	4%
COc1ccc(CC(CC(=O)O)C(=O)Nc2ccc(OC)cc2)cc1 (centres undefined)	-2.4%	10%	-2%	0%	2%	-7%	0.1%	0.1%	-7%
CCC(CC)C(=O)Nc1c2cnn(-c3ccccc3)c2nc(=O)n1-c1ccccc1	7.2%	7%	-6%	16%	11%	18%	0.4%	-0.3%	-1%
Nc1nc(N)c(N=O)c(OCC2CCCCC2)n1	-0.7%	4%	-3%	2%	18%	-11%	-2.0%	-1.4%	1%
Cc1cc2ccccc2c(=O)n1CC(=O)NCC1COc2ccccc2O1 (centres undefined)	0.1%	2%	-2%	31%	-6%	-6%	2.4%	0.1%	3%
COc1ccc(N(CC(=O)NCCSC2CCCCC2)S(=O)(=O)c2ccc(C)cc2)cc1	-2.0%	5%	-5%	-13%	3%	-3%	0.0%	-0.1%	2%
CCNC(=O)COC(=O)/C=C/c1ccccc1[N+](=O)[O-]	2.9%	5%	-1%	-10%	2%	-2%	1.2%	1.4%	-2%
CCCOc1ncnc2c1[nH]c1ccc(OC)cc12	-0.4%	5%	1%	-10%	12%	-11%	-1.1%	.	-11%
O=C(O)c1cccc(Cn2c(Cl)c(/C=N/Nc3ccccc3)sc2=O)c1	50%	26%	-74%	4%	30%	-5%	0.2%	?	-10%
C/C(=N\N1CCN(c2ccccc2)CC1)c1ccccc1O	0.8%	22%	5%	-3%	4%	-3%	-1.4%	0.2%	2%
CC(=O)c1ccc(NC(=S)Nc2cccc3ccccc23)cc1	5.3%	8%	6%	5%	3%	-4%	-0.5%[50 µM]	3.5%	7%
COc1ccc(C(=O)O/N=C(\N)c2ccccc2Cl)cc1OC	1.0%	8%	-4%	5%	7%	-6%	-0.3%[50 µM]	1.2%	12%
CCOc1ccc(NC(=O)CN2CCCC2c2cccs2)cc1S(=O)(=O)N1CCCC1 (centres undefined)	.	6%	-7%	.	.	.	0.7%[50 µM]	2.1%	.
O=S(=O)(O)c1nc2ccccc2n1Cc1ccc(Cl)cc1	0.1%	9%	-1%	-5%	17%	6%	4.1%	0.7%	-3%
CCC(OC(=O)CN1C(=O)C(=O)c2ccccc21)C(=O)Nc1ccccc1OC (centres undefined)	-1.3%	3%	-1%	0%	.	12%	0.6%	.	.
O=C(/C=C/c1ccccc1)NC1CC2CCC1C2 (centres undefined)	1.9%	5%	-8%	15%	8%	17%	-8.0%	2.9%	-11%
Cc1cccc(NC(=O)C2CCN(S(C)(=O)=O)CC2)c1C	2.0%	3%	-2%	5%	4%	4%	-0.2%	-1.4%	-4%
CCc1cc2c3c(c1)C1(C(=O)N3C(C)(C)C=C2C)C(C#N)=C(N)Oc2[nH]c(=O)[nH]c(=O)c21 (centres undefined)	3.8%	9%	1%	-7%	8%	-8%	-1.1%	-1.6%	0%
COc1ccc(N2CC(C(=O)OC(C)C(=O)c3ccccc3)CC2=O)cc1 (centres undefined)	-1.0%	2%	-2%	2%	14%	0%	1.2%	0.6%	-5%
Cc1ccccc1NC1=C(C(=O)c2ccccc2)N(C)S(=O)(=O)c2ccccc21	0.0%	2%	-4%	3%	0%	2%	-1.2%	8.6%	-5%
CCN(CC)c1ccc(NC(=O)CSc2nnc(N)s2)cc1C	0.8%	26%	1%	6%	15µM*	-11%	4.6%	0.5%	-5%
COc1ccc(C(=O)Nc2ccc(C3(C#N)CCCC3)cc2)cc1	4.6%	6%	8%	-7%	24%	-1%	1.7%	2.6%	-3%
CN(C)S(=O)(=O)c1ccc(NC(=O)CSc2nc3ccccc3n2-c2ccccc2)cc1	-0.4%	-1%	-3%	6%	20%	-3%	0.8%[50 µM]	11%	7%
COc1cc(NC(=O)c2cc3ccccc3o2)c(OC)cc1Cl	1.3%	9%	-5%	-5%	8%	6%	0.3%	2.5%	-1%
COCCCn1c(SCC(=O)Nc2ccc(C)cc2)nc2ccccc2c1=O	0.4%	-4%	-6%	13%	-3%	-3%	0.0%	1.9%	-9%
CCOc1ccc(-n2cc(C(=O)N3CCN(C)CC3)c3cc(OC)c(OC)cc3c2=O)cc1	-1.4%	6%	-1%	12%	-4%	-15%	14%	0.2%	-9%
CN(C)S(=O)(=O)c1cccc(COc2cccnc2[N+](=O)[O-])c1	-0.4%	0%	-5%	4%	14%	3%	0.3%	1.2%	-4%
Cc1cc(CN(C)C(=O)c2cc(COc3ccc4ncccc4c3)on2)on1	1.5%	12%	-3%	8%	1%	-12%	0.0%	-1.4%	-1%
Cc1ccc(NC(=O)Cc2nnc(SCC(=O)NC3CCCC3)n2C)c(C)c1	0.6%	5%	-6%	6%	14%	-14%	0.1%	2.7%	-5%
COC(=O)c1cc(=O)n(-c2ccc(C(F)(F)F)cc2)[nH]1	-0.9%	-13%	-3%	-8%	17%	13%	-0.8%	0.4%	-15%
Cc1ccc(SCC(=O)NC(=O)NCc2ccccc2)c(C)c1	-0.2%	-17%	4%	6%	8%	6%	0.9%	1.4%	-4%
C=CCNC(=S)N/N=C/c1ccc(-c2cccc([N+](=O)[O-])c2)o1	-2.8%	4%	-1%	2%	5%	11%	-0.1%	1.5%	2%
O=C(CC1OC(=O)c2ccccc21)NCC1COc2ccccc2O1 (centres undefined)	.	6%	9%	.	21%	.	1.0%[50 µM]	0.6%	4%
O=C(CS(=O)(=O)c1ccc(F)cc1)NCCS(=O)(=O)c1ccccc1	0.0%	-8%	-5%	4%	14%	1%	-0.1%	2.4%	-3%
CN(C)c1c([N+](=O)[O-])ncn1C	1.3%	2%	5%	0%	7%	14%	0.1%	0.6%	-8%
CN(C)C(=O)C1(c2ccccc2)CCN(S(=O)(=O)c2ccccc2)CC1	-0.9%	-1%	0%	1%	4%	-2%	0.1%	-1.6%	5%
Cc1cccc(-n2ncc3c(NCCCO)ncnc32)c1	1.2%	-2%	0%	3%	6%	-5%	-0.3%	7.3%	4%
COc1ccc(CN(Cc2cc3cc(C)ccc3[nH]c2=O)C(=O)N(C)C)cc1	-2.7%	7%	-30%	2%	9%	2%	2.1%	1.2%	3%
CS(=O)(=O)Cc1ccc(C(=O)NCC2(N3CCCCC3)CCCCC2)cc1	-1.1%	2%	-5%	13%	-2%	13%	-0.2%	0.6%	-1%
Cc1ccc(C)c(NC(=O)CSc2nnc(Cc3cccn3C)n2-c2ccc(F)cc2)c1	1.2%	4%	-4%	5%	-1%	-5%	-2.6%	-1.3%	-12%
OCCNC1=NCCN1	-1.8%	9%	-9%	7%	14%	7%	0.1%	0.7%	-7%
Cc1sc(NC(=O)C2CCCCC2C(=O)O)c(C(N)=O)c1-c1ccc(C(C)C)cc1 (centres undefined)	9.9%	7%	63µM*	-5%	18%	5%	-0.1%	1.8%	4%
OCC(O)/C=N/Nc1nc(N2CCCCC2)nc(N2CCCCC2)n1 (centres undefined)	0.1%	6%	3%	8%	5%	-12%	0.3%	2.5%	-6%
COC(=O)c1ccc(-c2ccc(/C=N/NC(=O)CC3(C)OCCCO3)o2)cc1	-0.6%	7%	-5%	.	0%	-14%	-0.1%	3.6%	-1%

(next part)
SMILES	HIV peptide binding	Rac1 GTP hydrolysis	NS5 inhibitors	GPR55 LPI antagonism	SV40 large T antigen	GPR35 arrestin U2OS	UTI89 phage lysis	RSV CPE inhibition	Salmonella PhoP GFP	others
CCC(C)N1C(=O)N(c2cccc(Cl)c2)C(C)(O)CC1(C)C (centres undefined)	-0.5%	8%	0%	5%	1%	-3%	0.0%	-0.9%	-4%
Cc1ccc(-c2c[n+](=O)c3c(n2[O-])CCC3)cc1	1.5%	9%	10%	8%	6%	4%	-0.2%	0.2%	-9%
O=C(COC(=O)c1ccccc1O)Nc1ccc(N2CCOCC2)cc1	.	7%	0%	.	.	.	0.9%[50 µM]	1.1%	.
Cc1cccc2cc(COC(=O)COc3ccccc3)c(=O)[nH]c12	0.1%	12%	2%	2%	2%	-8%	0.1%	6.4%	-5%
CN(CCCC(=O)Nc1ccc(Br)cc1F)S(=O)(=O)c1ccccc1	-1.2%	13%	4%	-1%	-2%	26%	-0.8%	9.7%	8%
CC1/C(=N/O)CC(c2ccco2)NC1c1ccco1 (centres undefined)	3.2%	4%	0%	-2%	6%	-13%	4.1%	0.8%	9%
COc1ccc(C(=O)N2CCOC2CNC(=O)C(=O)NCc2ccco2)cc1 (centres undefined)	-0.5%	6%	-1%	13%	6%	-9%	1.6%	-1.0%	-4%
COc1ccc(C(=O)CSc2n[nH]c(=O)[nH]c2=O)cc1	-0.5%	4%	-9%	-7%	3%	-5%	0.3%	-0.3%	0%
Nn1c(SCC(=O)NNC(=O)c2ccccc2)nnc1-c1ccccc1F	.	3%	-5%	.	16%	.	1.4%[50 µM]	-1.4%	-10%
